From PubChem
EWS-Fli block – inhibitors of EWS/Fli oncoprotein transcriptional activity; A673 NR0B1-luciferase reporter, viability-normalised; inhibition, % at 12.6 µM; 0.67% of 350,000 active;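 active = mean inhibition of at least 50% after viability correction, with every replicate also passing that limit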;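 also: firefly luciferase signal divided by Alamar Blue viability fluorescence both relative to DMSO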
Cneo AK release – Cryptococcus neoformans lysis via adenylate kinase release. C. neoformans lysis, adenylate kinase release luminescence, 4 h; normalised: neutral wells 0, clomiphene wells 100. lysis activity, % at 15 µM. 0.2% of 360,000 active;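 active = mean lysis activity across replicates of at least 80%, whatever share of replicates individually reach that level; inactive = mean lysis activity below 80%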
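Assay system: log-phase C. neoformans yeast / Quantity: yeast cell density of 5 × 10^6 cells/mL / Medium: fresh YPD growth medium / Compound: single dose / Timing: static 4 h at 37 °C with compound, 1 h detection / Measured by: adenylate kinase release luminescence / Read-out: lysis from increased AK signal / Benchmarks: Clomiphene as positive lysis control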
FN deposit inh – fibronectin deposition inhibition; inhibition, % at 12.6 µM; AID 743247; 0.086% of 350,000 active; AH1F fibroblasts, Alexa488-fibronectin deposition fluorescence, overnight;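 active = mean inhibition across replicates of 30% or more, regardless of how many single replicates reach that level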;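 also: positive control wells lacked labelled fibronectin entirely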
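Measured by – fluorescence 485/525 nm · System – AH1F fibroblast monolayer, labelled fibronectin deposition · Amount – 10000 cells per well · Buffer or medium – serum-reduced DMEM (2% serum) · Doses – single dose, pinned · Also added – fluorescent fibronectin at 24 nM final · Schedule – 1 h cell attachment, overnight exposure to compound and label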
Casp6 inh – blocks human caspase-6 cleavage activity. P55212. purified caspase-6, Z-VEID-R110 cleavage fluorescence. inhibition, % at 12.5 µM. 0.53% of 350,000 active. AID 686996;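 active = mean inhibition across replicates at least about 35%, with every replicate also reaching that limit, limit read from the data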;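 also: 0% = median of neutral control wells and 100% = no fluorescence left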
Target sequence (P55212 24-179 limits assumed): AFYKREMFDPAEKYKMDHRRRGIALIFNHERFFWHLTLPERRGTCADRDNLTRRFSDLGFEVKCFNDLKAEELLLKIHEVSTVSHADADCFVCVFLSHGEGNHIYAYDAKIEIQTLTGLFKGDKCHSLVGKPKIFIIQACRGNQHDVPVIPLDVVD
Target sequence (P55212 194-293 limits assumed): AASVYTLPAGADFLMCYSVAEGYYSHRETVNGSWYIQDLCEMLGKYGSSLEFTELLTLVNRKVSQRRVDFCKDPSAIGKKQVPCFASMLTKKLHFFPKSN
PGC1a acetyl inh – modulators of PGC1a acetylation; inhibition, % at 15.6 µM; U2OS PGC1a acetylation, AlphaScreen anti-acetyl-lysine; with virally co-expressed GCN5 acetyltransferase; 0.17% of 350,000 active;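 active = every replicate shows inhibition of at least 40%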;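 also: 0% = neutral control wells and 100% = positive control wells; some results beyond the cut were filed as inactive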
PAX8 inh HTS – PAX8 transcriptional activity inhibition; RMG-I TPO-luciferase reporter, SteadyGlo, 24 h; inhibition, % at 12.6 µM; 1.2% of 360,000 active; AID 652154;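 active = mean replicate inhibition at least 60% with every replicate also reaching 60%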;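 also: luciferase light reporting Pax8 driven TPO promoter activity; plate controls were median of neutral control wells for no effect and mitoxantrone controls for full effect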
miR122 inh – miR-122 inhibition in Huh7 cells. Huh7 miR-122 Renilla luciferase sensor, 48 h; neutral wells = 0, positive control = 100. activation (reporter increase), % at 12.5 µM. 0.3% of 340,000 active. AID 602342;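 active = mean replicate activation score at least 90 and every replicate individually at or above 90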;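 also: higher luciferase means less miR-122 activity so hits act as miR-122 inhibitors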
LGR2 antag – blocks bursicon-induced cAMP signaling via Drosophila LGR2; HEK293 LGR2, CRE-luciferase, bursicon-stimulated, 4 h; inhibition, % at 9.99 µM; 0.35% of 380,000 active; AID 720647;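 active = drop in luminescence signal, shown as inhibition above about 50% in the replicate tests, limit read from the data, passing the limit was not always enough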;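 also: agonist challenge used bursicon conditioned medium at about half maximal strength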
Numbers without * were called inactive; / = not tested or not shown; & = joins results of further samples; [ ] = remark or other dose.

(1) COc1ccc(OC)c(NC(=O)N2CCCC(CNS(=O)(=O)c3cccs3)C2)c1 (configuration not stated)
(2) COc1ccc(S(=O)(=O)N(C)C[C@H]2Oc3ccc(NC(=O)C4CCCCC4)cc3C(=O)N([C@@H](C)CO)C[C@@H]2C)cc1
(3) Cc1c(C(=O)N(Cc2ccc(N(C)C)cc2)C2CCS(=O)(=O)C2)oc2ccccc12 (configuration not stated)
(4) C#CC(CC)(CC)NC(=O)c1nn(-c2ccccc2Cl)c(C)cc1=O
(5) C[C@H](c1ccccc1)N1C[C@@H](COCc2ccccc2)Oc2cccc(F)c2S1(=O)=O
entry no.	1	2	3	4	5
EWS-Fli block	-8	-4	1	4	-1
Cneo AK release	/	3	/	-5	/
FN deposit inh	/	4	-10	-5	/
Casp6 inh	3	1	0	-1	-2
PGC1a acetyl inh	/	4	5	16	/
PAX8 inh HTS	12	/	10	-10	1
miR122 inh	/	0[16.7 µM]	/	-6	/
LGR2 antag	34	-6	-19	0	1

(6) Cc1ccc(S(=O)(=O)Cn2nnnc2C(c2ccc(F)cc2)N2CCC(C(N)=O)CC2)cc1 (configuration not stated)
(7) CC(C)(C)[C@H]1C=C(C(=O)Nc2ccccc2)O[C@@H](OCc2ccc(CO)cc2)C1
(8) COc1ccc(NC(=S)N2CCN(C(=O)C3CCCO3)CC2)cc1 (configuration not stated)
(9) O=C1CSC(=S)N1Nc1ccccc1
(10) Cc1ccc(NC(=O)COC(=O)C2C3CC4OC(=O)C2C4C3)cc1 (configuration not stated)
entry no.	6	7	8	9	10
EWS-Fli block	/	-11&5	/	2	-2
Cneo AK release	0	-31&5	3	-2	0
FN deposit inh	2	-14	0	/	-1
Casp6 inh	/	2&-3	3	-1	-3
PGC1a acetyl inh	8	-37&1	/	/	/
PAX8 inh HTS	6	-50&-30	15	9	-7
miR122 inh	0	-2	-1	-6	/
LGR2 antag	/	-21	8	-7	-17

(11) COc1ccc(NC(=S)NCCC(c2ccccc2)c2ccccc2)c(OC)c1
(12) Nc1ccc2oc(-c3cc(Br)ccc3Cl)nc2c1
(13) O=C(/C=C/c1ccccc1)NCc1cccnc1
(14) O=C(CSCc1c(F)cccc1Cl)NNC(=S)NC1CCCCC1
(15) FC(F)(F)c1cc(-c2cccs2)nc(-n2cc(Br)cn2)n1
entry no.	11	12	13	14	15
EWS-Fli block	/	54*	-6	/	/
Cneo AK release	2	6	/	4	-1
FN deposit inh	/	/	3	5	0
Casp6 inh	/	-2	-2	3	/
PGC1a acetyl inh	11	11	-5	-7	-21
PAX8 inh HTS	/	/	11	0	-5
miR122 inh	10	-8	-3	1	3
LGR2 antag	6	/	/	6	/

(16) COc1ccc(/C=N/NC(=O)c2ccncc2)c(OC)c1
(17) [N-]=[N+]=NCc1ccccc1C[C@]1(C(=O)NCc2ccccc2)COC(c2ccc(OCCCO)cc2)=N1
(18) COc1ccc2c3c([nH]c2c1)[C@H](CO)N(C(=O)C1CCCC1)CC31CN(C(=O)c2ccncc2)C1
(19) CCN(C)C[C@@H]1Oc2cc(C#CCC3CCCC3)ccc2S(=O)(=O)N([C@@H](C)CO)C[C@H]1C
(20) C=CCn1c(COc2cccc(C)c2)nnc1SC(C)C(=O)NC1CC1 (configuration not stated)
entry no.	16	17	18	19	20
EWS-Fli block	-5	13	-4	9	-1
Cneo AK release	-1	-3	/	-1	3
FN deposit inh	-3	/	/	/	2
Casp6 inh	-2	2	0	0	-179
PGC1a acetyl inh	1	-4	/	6	4
PAX8 inh HTS	-13	-15	5	18	-9
miR122 inh	-9	/	/	3[16.7 µM]	7
LGR2 antag	7	/	12	3	/

(21) COc1ccc(OCC(=O)Nc2ccccc2C(=O)NC2CC2)cc1
(22) CCOC(=O)C1=CCN(S(=O)(=O)c2ccc(C)cc2)C1c1cccc(F)c1 (configuration not stated)
(23) Cc1c(-c2cccs2)[n+](=O)c2c(n1[O-])CCC2
(24) C[C@@H]1CCCCO[C@H](CN(C)S(=O)(=O)c2ccc(Cl)cc2)[C@H](C)CN([C@@H](C)CO)C(=O)c2cc(NC(=O)Nc3ccccc3)ccc2O1
(25) Nc1[nH]c(=O)nc2snnc12
entry no.	21	22	23	24	25
EWS-Fli block	4	5	/	6	0
Cneo AK release	0	-1	-2	4	/
FN deposit inh	-2	10	2	/	/
Casp6 inh	3	-1	/	1	4
PGC1a acetyl inh	-15	-8	-18	7	40
PAX8 inh HTS	12	10	-4	53	16
miR122 inh	-6	-1	-4	0[16.7 µM]	-1
LGR2 antag	10	11	/	-4	0

(26) CC(C)NC(=O)N(C)C[C@@H]1OCc2cnnn2CCCC(=O)N([C@H](C)CO)C[C@@H]1C
(27) COc1ccccc1N1CCN(C(=O)c2ccc(Br)o2)CC1
(28) COc1ccc(NC(=O)COC(=O)c2c(C)noc2C)cc1Cl
(29) CCCCC(=O)c1c(C)cc(C)[nH]c1=O
(30) C[C@@H]1CN([C@@H](C)CO)C(=O)c2cc(NC(=O)CCCCCC(=O)Nc3ccccc3N)ccc2O[C@H]1CN(C)Cc1ccncc1
entry no.	26	27	28	29	30
EWS-Fli block	-4&-6	-4	0	/	-8
Cneo AK release	3	0	0	0	/
FN deposit inh	8&-12	-12	5	7	/
Casp6 inh	-2&-2	0	2	/	2
PGC1a acetyl inh	-3&-8	/	-28	-2	-3
PAX8 inh HTS	-30&-29	19	-12	5	-19
miR122 inh	1	/	-9	2	/
LGR2 antag	-7&-5	9	-25	/	-4

(31) CCOC(=O)C1(C)CCN1C(=O)c1ccc(OC)c(F)c1 (configuration not stated)
(32) Cc1ccc(N2CC(C(=O)OCC(=O)Nc3cc(C)on3)CC2=O)c(C)c1 (configuration not stated)
(33) CC(C)C[C@H](NC(=O)c1nc[nH]c1C(=O)NC1CCN(C(=O)OC(C)(C)C)CC1)C(=O)OC(C)(C)C
(34) Cc1cccc(-n2c(SCC(N)=O)nc3c(c2=O)C2(CCCCC2)Cc2ccccc2-3)c1
(35) CO[C@@H]1CN(C)C(=O)c2cc(NC(=O)Nc3c(C)noc3C)ccc2OC[C@H](C)N(CCC(F)(F)F)C[C@@H]1C
entry no.	31	32	33	34	35
EWS-Fli block	-1	5	13	/	4
Cneo AK release	0	-2	3	-4	-1
FN deposit inh	/	-2	-2	-6	-8
Casp6 inh	2	-6	/	/	/
PGC1a acetyl inh	-2	/	/	4	7
PAX8 inh HTS	-4	-8	3	/	/
miR122 inh	-4	/	3	-2	/
LGR2 antag	19	18	/	18	-2

Some of the entries so far, with each value named:
[33] CC(C)C[C@H](NC(=O)c1nc[nH]c1C(=O)NC1CCN(C(=O)OC(C)(C)C)CC1)C(=O)OC(C)(C)C
  EWS-Fli block = 13; Cneo AK release = 3; FN deposit inh = -2; Casp6 inh = /; PGC1a acetyl inh = /; PAX8 inh HTS = 3; miR122 inh = 3; LGR2 antag = /
[35] CO[C@@H]1CN(C)C(=O)c2cc(NC(=O)Nc3c(C)noc3C)ccc2OC[C@H](C)N(CCC(F)(F)F)C[C@@H]1C
  EWS-Fli block = 4; Cneo AK release = -1; FN deposit inh = -8; Casp6 inh = /; PGC1a acetyl inh = 7; PAX8 inh HTS = /; miR122 inh = /; LGR2 antag = -2
[34] Cc1cccc(-n2c(SCC(N)=O)nc3c(c2=O)C2(CCCCC2)Cc2ccccc2-3)c1
  EWS-Fli block = /; Cneo AK release = -4; FN deposit inh = -6; Casp6 inh = /; PGC1a acetyl inh = 4; PAX8 inh HTS = /; miR122 inh = -2; LGR2 antag = 18
[32] Cc1ccc(N2CC(C(=O)OCC(=O)Nc3cc(C)on3)CC2=O)c(C)c1 (configuration not stated)
  EWS-Fli block = 5; Cneo AK release = -2; FN deposit inh = -2; Casp6 inh = -6; PGC1a acetyl inh = /; PAX8 inh HTS = -8; miR122 inh = /; LGR2 antag = 18

(next part)
(36) O=C(N/N=C/c1ccc(O)cc1)c1ccc(NC(=O)c2ccccc2Br)cc1
(37) COCCCN(C(=O)CSCc1ccc(C)cc1)c1c(N)n(Cc2ccccc2)c(=O)[nH]c1=O
(38) CC(=O)Nc1ccc(S(=O)(=O)NCCc2ccc3c(c2)OCCO3)cc1
(39) CN(CC(O)COc1c(F)cc(Br)cc1F)C1CCCCC1 (configuration not stated)
(40) Cc1ccc(S(=O)(=O)NC(C)c2ccccc2)cc1[N+](=O)[O-] (configuration not stated)
entry no.	36	37	38	39	40
EWS-Fli block	/	4	-6	4	2
Cneo AK release	1	2	0	/	0
FN deposit inh	/	3	0	-15	-3
Casp6 inh	/	0	-1	0	0
PGC1a acetyl inh	-1	/	5	/	16
PAX8 inh HTS	/	-12	0	0	17
miR122 inh	1	-2	-2	/	10
LGR2 antag	-1	-14	-7	1	-16

(41) Cc1ccc(Cn2c(C3CCCN3c3nc(-c4ccc(F)cc4)cs3)nc3cc(C(=O)NCCCO)ccc32)cc1 (configuration not stated)
(42) COc1ccc(-n2c3c(c(=O)[nH]c2=O)C(NC(C)=O)(C(F)(F)F)C(=O)N3)cc1 (configuration not stated)
(43) Cc1ccc(OCC(=O)N(C)CC(=O)Nc2ccccc2Cl)c([N+](=O)[O-])n1
(44) CCOc1cccc2cc(C(=O)Oc3ccc(OC)cc3)c(=O)oc12
(45) Cc1cccnc1NC(=O)CSc1nnc(CNC(=O)c2cccc([N+](=O)[O-])c2)n1C
entry no.	41	42	43	44	45
EWS-Fli block	-5	-4	2	13	4
Cneo AK release	7	-1	-3	1	7
FN deposit inh	-11	19	5	0	-5
Casp6 inh	1	1	2	-1	0
PGC1a acetyl inh	5	11	-1	14	2
PAX8 inh HTS	9	-7	-5	9	9
miR122 inh	1	1	-4	-4	/
LGR2 antag	-3	3	1	-2	-6

(46) O=C(CN1CCOc2ccccc21)NCc1ccccc1
(47) O=C(c1cccs1)N1CCN(Cc2ccccn2)CC1
(48) O=C(CN1CCN(c2ccccc2)CC1)N1CCc2ccccc21
(49) O=C(C[C@@H]1CC[C@@H]2[C@H](COC[C@@H](O)CN2S(=O)(=O)c2cccc(F)c2)O1)Nc1ccc(-c2ccccc2)cc1
(50) COc1ccc(C(C)=O)cc1COc1ccccc1[N+](=O)[O-]
entry no.	46	47	48	49	50
EWS-Fli block	1	-15	-3	-28	5
Cneo AK release	-1	-3	1	-3	/
FN deposit inh	5	0	/	-5	-7
Casp6 inh	-1	-2	-3	-1	-6
PGC1a acetyl inh	/	12	1	-4	1
PAX8 inh HTS	14	3	8	15	6
miR122 inh	/	-12	-8	-4[16.7 µM]	/
LGR2 antag	-14	21	-18	-2	-22

(51) O=C(NC(=S)Nc1ccc(CN2CCOCC2)cc1)c1ccc(-c2ccc(Cl)cc2)o1
(52) CN(C(=O)COC(=O)c1ccccc1OCc1ccc(Cl)cc1)c1c(N)n(Cc2ccccc2)c(=O)[nH]c1=O
(53) CN(C)CC(=O)N[C@H]1CC[C@H](CCNC(=O)C2CCC2)O[C@H]1CO
(54) FC(F)(F)c1ccc(-n2cn[nH]c2=S)cc1
entry no.	51	52	53	54
EWS-Fli block	15	-1	9	-9
Cneo AK release	/	-2	-5	0
FN deposit inh	1	/	5	5
Casp6 inh	3	-1	-3	0
PGC1a acetyl inh	/	/	-15	/
PAX8 inh HTS	13	-6	4	-6
miR122 inh	/	0	/	0
LGR2 antag	1	-16	-7	-13
